# HCMV antiviral: blocks human cytomegalovirus replication | HFF cells, HCMV-luciferase reporter, 72 h; hits give low values | activity change, negative = inhibition, % at 57.5 µM | actives 4.5% (n = 410,000) | AID 1259415; in the data active = activity change below about -60%; inconclusive = no clear call, values can overlap the other calls; inactive = above about -39%
#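 Cell-based, HFFs, 1000 cells/well, 16 h 37C; cpds in DMSO + HCMV-luc, MOI 1 PFU/cell; 72 h 37C; OneGlo luminescence after 5 min RT; norm. to buffer vs Salinomycin 10uM.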
# Sm TGR block: blocks Schistosoma mansoni thioredoxin glutathione reductase; Q962Y6; AID 485364; purified TGR, DTNB reduction, TNB absorbance 405 nm; actives 3% (n = 360,000); Potency, µM (doses to about 114 µM), for the others: at the top dose activity change, negative = inhibition, actives largely listed as inhibitors; also: potency is read from the fitted curve at half-maximal effect; nearly all actives have a fitted effect of over 60% in size
#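 First, TGR (20 nM dispensed) and NADPH were mixed with compound. Second, a 15 min room-temperature incubation followed. Third, further NADPH and then DTNB were added to start the reaction. Finally, TNB absorbance was monitored kinetically.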
# AmpC inh no detg: inhibitors of E. coli AmpC beta-lactamase without detergent; P00811; AmpC nitrocefin hydrolysis, absorbance 480 nm, 0.0001% Triton; Potency, µM (highest dose often 57.1 µM), for inactives: top-dose activity change, negative = inhibition, usual class: inhibitors; actives 0.52% (n = 330,000);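 also: potency is read from the fitted curve at half-maximal effect; plate controls were no compound for no effect and no enzyme for full effect; nearly all actives have a fitted effect of over 20% in size; some results filed as inactive show a strong effect at the top dose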
# Target sequence (P00811 whole entry, looked up): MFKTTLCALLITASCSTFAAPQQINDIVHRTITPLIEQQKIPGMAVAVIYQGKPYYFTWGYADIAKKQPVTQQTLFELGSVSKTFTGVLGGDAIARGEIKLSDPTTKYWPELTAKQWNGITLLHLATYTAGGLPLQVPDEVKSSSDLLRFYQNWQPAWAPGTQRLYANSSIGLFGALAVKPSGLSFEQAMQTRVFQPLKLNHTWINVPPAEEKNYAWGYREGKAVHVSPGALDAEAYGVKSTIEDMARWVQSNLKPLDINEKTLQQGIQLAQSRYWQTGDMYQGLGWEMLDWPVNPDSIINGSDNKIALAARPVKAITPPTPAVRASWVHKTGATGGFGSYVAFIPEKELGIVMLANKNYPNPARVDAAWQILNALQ
#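 AmpC (5.3 nM in the dispensed reagent) in 20 mM phosphate pH 7.0 with 0.01% (detergent screen) or 0.0001% Triton X-100 was preincubated with compounds for 15 min at room temperature. Nitrocefin was then added from an 800 uM solution, and hydrolysis was followed at 480 nm.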
# AmpC inh detg: AmpC beta-lactamase inhibition with detergent present | Potency, µM (highest dose often 114 µM), for inactives: at the top dose activity change, negative = inhibition, most hits filed as inhibitors | AmpC hydrolysis of nitrocefin, absorbance 480 nm, 0.01% Triton | P00811 | actives 0.041% (n = 370,000);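 also: potency is read from the fitted curve at half-maximal effect; 0% = no-compound wells and -100% = no-enzyme wells; nearly all actives have a fitted effect of over 25% in size; some results filed as inactive show a strong effect at the top dose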
#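 AmpC (5.3 nM in the dispensed reagent) in 20 mM phosphate pH 7.0 with 0.01% (detergent screen) or 0.0001% Triton X-100 was preincubated with compounds for 15 min at room temperature. Nitrocefin was then added from an 800 uM solution, and hydrolysis was followed at 480 nm.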
# FBPA Giardia inh: Giardia lamblia aldolase inhibition | purified Giardia FBPA | Potency, µM (top dose mostly 59.6 µM), without a hit: top-dose activity, negative = inhibition, most hits filed as inhibitors | actives 0.71% (n = 290,000); also: potency is read from the fitted curve at half-maximal effect; nearly all actives have a fitted effect of over 55% in size
# Target sequence (A8B2U2 whole entry, looked up): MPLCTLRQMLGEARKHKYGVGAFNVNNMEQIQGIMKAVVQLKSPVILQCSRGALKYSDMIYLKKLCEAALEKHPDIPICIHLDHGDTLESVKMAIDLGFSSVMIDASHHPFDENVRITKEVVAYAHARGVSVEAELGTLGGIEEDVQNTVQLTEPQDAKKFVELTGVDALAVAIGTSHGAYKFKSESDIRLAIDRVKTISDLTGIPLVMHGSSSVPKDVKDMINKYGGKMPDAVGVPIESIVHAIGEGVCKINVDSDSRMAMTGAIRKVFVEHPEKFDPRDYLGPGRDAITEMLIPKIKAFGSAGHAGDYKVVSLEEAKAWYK
#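 Giardia FBPA (40 nM reagent) was preincubated 10 min at RT with compound (up to 57.5 uM final), then substrate plus GAPDH/TPI/NAD/arsenate coupling system with diaphorase/resazurin was added; resorufin fluorescence (525/598 nm) was read after 20 min.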
# AMA1 RON2 block: AMA1-RON2 (P. falciparum) interaction inhibition; AlphaScreen AMA1-biotinylated RON2 peptide binding; Potency, µM (top dose mostly 58.2 µM), for the others: at the highest dose activity change, negative = inhibition, actives largely listed as inhibitors; actives 0.2% (n = 360,000); AID 720542;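 also: potency is read from the fitted curve at half-maximal effect; 0% = vehicle wells and -100% = peptide control; nearly all actives have a fitted effect of over 45% in size; some results filed as inactive show a strong effect at the top dose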
#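 AMA1 (3D7) with his tag at 25 nM final met compounds first, then biotinylated RON2 peptide at 25 nM; detection used donor plus acceptor beads, 10 µg/mL apiece, read by AlphaScreen after 30 min at room temperature.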
# * marks the source's active call; other numbers are inactive results; ? = inconclusive; . = not tested or not shown; & = joins results of further samples; [ ] = another dose, or the depositor's remark. Unless noted, calls follow the shape of the dose curve; as a rule, active = well fitted curve in the direction sought with a large enough effect; inconclusive = small, poorly fitted or top-dose-only effect, or another doubt; inactive = no such curve, though single readings can be large; an effect the other way counts as inactive or inconclusive. Unless noted, % is scaled to controls: 0 for no effect and ±100 for the full control effect.
# Values in the order: Sm TGR block	FBPA Giardia inh	HCMV antiviral	AmpC inh detg	AmpC inh no detg	AMA1 RON2 block
[1] Cc1cccc(C(=O)NCC(=O)N2CCC2)c1
    -4%	.	7	-12%	3%	2%
[2] COc1cc2c(cc1OC)CN(C(=O)/C=C/c1cc(OC)c(OC)c(OC)c1)CC2
    -28%	15%	58	-6%	76%[activator]	-19%
[3] Cc1ccc(CC2S/C(=N/c3ccccn3)NC2=O)cc1 (stereo unspecified)
    -10%	1%	-11	?	-5%	0%
[4] C=CC[N+]1(C)C2CCC1CC(O)C2 (stereo unspecified)
    4%	0%	-28	5%	-2%	-2%
[5] CC1CCN(C(=O)COC(=O)CCc2c[nH]c3ccccc23)CC1
    1%	1%	-12	-7%	11%	0%
[6] COc1ccc(OCc2cc(C(=O)N3CCN(CC(=O)N(C)C)CC3)no2)c(Cl)c1
    -23%	7%	33	-11%	120%[activator]	15%
[7] Cc1ccc(CNC(=O)c2nc(SCc3ccc(F)cc3)ncc2Cl)cc1
    0%	.	-31	-1%	.	.
[8] CCOc1ccc(OCC)c(NC(=O)CCC(=O)N2CCOc3ccccc32)c1
    0%	.	-11	10%	.	.
[9] Cc1occc1C(=O)N(Cc1nc(-c2ccccc2)no1)C(C)C
    -6%	1%	11	3%	14%	7%
[10] CCc1nnc(NC(=O)CC(C)c2ccccc2)s1 (stereo unspecified)
    -2%	-6%	-8	?	95%[activator]	0%
[11] O=C1c2ccccc2C(=O)N1CC1=NCCc2ccccc21
    -2%	-13%	22	-10%	-4%	6%
[12] C=CCC[C@H](Cc1ccc(F)cc1)C(=O)OC[C@H](Cc1c[nH]c2ccccc12)NC(=O)[C@H](CC=C)CC(=O)NCCO
    .	.	-17	.	230%[activator]	-2%
[13] COc1ccc(-c2cc(=Nc3c(C)n(C)n(-c4ccccc4)c3=O)c3ccccc3o2)cc1
    ?	-17%	89	9%	-8%	-2%
[14] CC1CCN(c2cc(N)c(Cl)cc2[N+](=O)[O-])CC1
    0%	1%	-2	-4%	-39%	-24%
[15] COc1cc(OC)c(OC)cc1/C=N/n1c(-c2n[nH]c3c2CCC3)n[nH]c1=S
    10%	-19%	30	1%	-17%	97%[activator]
[16] O=C(NCc1cccnc1)c1ccc(COc2ccc(Cl)cc2Cl)o1
    19%	5%	-18	-4%	88%[activator]	1%
[17] COc1cccc(OC)c1C(=O)NC(C)C12CC3CC(CC(C3)C1)C2 (stereo unspecified)
    0%	4%	3	0%	27%	-14%
[18] COc1ccc(CNC(=O)COC(=O)c2ccc3ncsc3c2)cc1OC
    -1%	.	92	3%	-13%	-4%
[19] CCCCOc1ccc(C(=O)NCCc2sc(-c3ccc(OC)c(OC)c3)nc2C)cc1
    5%	.	16	7%	.	.
[20] O=C(COC(=O)c1ccc(O)cc1)NC(=O)NCc1ccccc1
    -12%	.	-23	-10%	-17%	5%
[21] Cc1cccc(-n2c(C)cc(C=C(C#N)C#N)c2C)c1
    -10%	4%	21	-15%	-10%	-10%[11.6 µM]
[22] Cn1cc(CCNCc2cn[nH]c2-c2ccc(-c3ccccc3)cc2)cn1
    7%	2%	33	1%	24%	0%
[23] CC(NC(=O)Cc1ccc(F)cc1)C(c1cccs1)N1CCN(C)CC1 (stereo unspecified)
    -18%	3%	-20	?	-15%	3%
[24] Nc1nc(NCCOCCO)nc(NCc2ccccc2)c1[N+](=O)[O-]
    -12%	2%	19	-7%	-9%	-2%
[25] C=C1C(C(=O)Nc2ccc(F)cc2)C1C(=O)Nc1ccc(F)cc1 (stereo unspecified)
    8%	1%	-10	4%	-42%	0%
[26] Cc1cn2c(=O)cc(COc3ccc(NC(=O)c4ccccc4C)cc3)nc2s1
    2%	.	1	11%	.	.
[27] Cc1cc(C=C2C(=O)NC(=S)NC2=O)c(C)n1C1CCCC1
    -16%	-8%	?	2%	-48%	9%
[28] O=C(NCc1ccccc1)C1CCCN(S(=O)(=O)c2ccc(Br)cc2)C1 (stereo unspecified)
    -2%	.	-25	8%	-25%	-5%
[29] Cc1noc(C)c1C(=O)N1CCCc2ccccc21
    7%	9%	-36	-1%	-16%	7%
[30] CCOC(=O)c1ccc(N2C(=O)C=CC2=O)cc1
    0.5µM*	?	.	1%	-27%	1%

# Copied from above, compounds 1–4
# Values in the order: Sm TGR block	FBPA Giardia inh	HCMV antiviral	AmpC inh detg	AmpC inh no detg	AMA1 RON2 block
[1] Cc1cccc(C(=O)NCC(=O)N2CCC2)c1
    -4%	.	7	-12%	3%	2%
[2] COc1cc2c(cc1OC)CN(C(=O)/C=C/c1cc(OC)c(OC)c(OC)c1)CC2
    -28%	15%	58	-6%	76%[activator]	-19%
[3] Cc1ccc(CC2S/C(=N/c3ccccn3)NC2=O)cc1 (stereo unspecified)
    -10%	1%	-11	?	-5%	0%
[4] C=CC[N+]1(C)C2CCC1CC(O)C2 (stereo unspecified)
    4%	0%	-28	5%	-2%	-2%

# Next part:
# Values in the order: Sm TGR block	FBPA Giardia inh	HCMV antiviral	AmpC inh detg	AmpC inh no detg	AMA1 RON2 block
[31] O=C(O)c1[nH]c2ccccc2c1CC(=O)N1CCOCC1
    -29%	6%	13	?	-10%	6%
[32] Cc1cccc(NC(=O)c2ccc(NCC3CCCO3)c([N+](=O)[O-])c2)c1 (stereo unspecified)
    0%	1%	17	?	-53%	1%
[33] CCc1ccc(OC(C)C(=O)N(Cc2ccco2)C2CCS(=O)(=O)C2)cc1 (stereo unspecified)
    -23%	4%	16	?	33%	0%
[34] COCCCNCCCCOc1ccc(C)cc1[N+](=O)[O-]
    6%	-14%	-23	-2%	-15%	4%
[35] CCN(CC)S(=O)(=O)c1cccc(C(=O)OCC(=O)c2ccc3c(c2)NC(=O)CO3)c1
    -4%	-4%	?	-14%	-18%	-3%
[36] COc1ccccc1NC(=O)CSCC(=O)N1c2ccccc2CCc2ccccc21
    -10%	-1%	-28	?	0%	4%
[37] COC(=O)c1scc(-c2ccc(C)cc2)c1S(=O)(=O)Nc1ccc(N(C)C)cc1
    -16%	.	4	-9%	.	.
[38] COc1cc(NC(=O)Cn2c(=O)ccc3cc(S(=O)(=O)N4CCCC4)ccc32)cc(OC)c1
    8%	.	-30	5%	.	.
[39] CCc1nn2c(-c3ccco3)ccnc2c1-c1ccccc1
    20%	.	8	2%	.	.
[40] CCn1c(SCC(=O)NC2CCCc3ccccc32)nnc1-c1cccs1 (stereo unspecified)
    -3%	0%	34	-1%	-26%	7%
[41] Cc1[nH]c2ccccc2c1C(=O)COC(=O)C1CCC(=O)N1 (stereo unspecified)
    -13%	0%	27	-11%	-6%	7%
[42] CCc1ccc(NC(=O)c2cc(C)nn2-c2ccccc2)cc1
    4%&5%	7%	?	0%&8%	5%	-6%
[43] C=C(C)C1CC=C(C)/C(=N\NC(=O)CNc2ccccc2OC)C1 (stereo unspecified)
    -7%	2%	-22	-9%	-29%	-1%
[44] O=C(Nc1cc(Cl)cc(Cl)c1)c1coc(=O)c(Br)c1
    ?	-7%	-13	4%	-50%	18%
[45] CCn1c(C)nc2cc(C(=O)NNC(=O)Nc3ccc(Cl)cc3)ccc21
    .	-3%	?	-1%	-15%	32%[activator]
[46] CCCCc1c(O)nc(SCC(=O)c2ccccc2)n(-c2ccccc2OC)c1=O
    -8%	8%	58	-3%	?	-8%
[47] COc1ccccc1C(=O)N1C(CC(=O)Nc2ccccc2C)C(=O)NC2CCCCC21 (stereo unspecified)
    -7%	4%	-11	0%	-1%	-7%
[48] CC(NC(=O)C1CCCCC1)C(c1cccs1)N1CCN(C)CC1 (stereo unspecified)
    0%	-2%	7	-4%	-2%	11%
[49] COc1ccccc1NC(=O)COC(=O)CCc1ccc(S(=O)(=O)N2CCOCC2)cc1
    0%	.	38	5%	-3%	21%
[50] O=C(CNC(=O)OCc1ccccc1)NC1CCCCNC1=O (stereo unspecified)
    -11%	-2%	37	0%	-6%	-1%
[51] C/C(=N\N1CCN(Cc2ccccc2)CC1)c1ccco1
    .	0%	-38	6%	3%	0%
[52] Nc1nnc(CSCc2ccc(F)cc2)s1
    2%	2%	20	-12%	-10%	-4%
[53] Cc1ccc(C2C(C#N)=C(N)SC(N)=C2C#N)o1
    22µM*	?	.	-9%	-54%	.
[54] COc1ccc(CNC(=O)c2coc(=O)c3ccccc23)cc1
    12%	4%	-26	-7%	-21%	11%
[55] COCCCNC(=O)c1c(NC(=O)c2ccccc2Cl)n(Cc2ccccc2)c2nc3ccccc3nc12
    -2%	-21%	-18	1%	-19%	4%
[56] COc1ccc(CNC(=O)CN(C(=O)CCC(=O)Nc2nccs2)c2ccccc2C)cc1
    8%	.	5	4%	11%	16%
[57] Cc1ccc2nc3c(cc(C(=O)NCCc4ccccc4)c(=N)n3CCCN3CCOCC3)c(=O)n2c1
    4%	5%	8	5%	39%	-6%
[58] NC(=O)N/N=C/c1ccccc1OC(=O)c1ccccc1Br
    .	-27%	8	-1%	5%	12%
[59] COC(=O)NC(=C(Cl)Cl)S(=O)(=O)c1ccccc1
    ?	1%	-31	-4%	.	-1%
[60] CCC1CCCCN1S(=O)(=O)c1ccc2c(c1)CCN2C(C)=O (stereo unspecified)
    35%	0%	-17	0%	-19%	-8%
[61] O=C1CSc2ccc(C(=O)NCCc3ccc(Cl)cc3Cl)cc2N1
    .	.	0	.	-31%	0%
[62] Cc1ccc2c(c1)N(S(=O)(=O)c1ccc3c(c1)NC(=O)CC(=O)N3)CCO2
    3%&-15%	5%	?	-11%&5%	-41%	10%
[63] O=C(CCCNC(=O)c1ccc(Cl)cc1)Nc1ccc(S(=O)(=O)Nc2ncccn2)cc1
    -1%	12%	-22	-5%	-15%	-12%
[64] Cc1cccc(C(=O)O)c1NC(=O)Cc1cccc2ccccc12
    -3%	15%	-23	1%	-18%	10%
[65] COC(=O)c1scc(C)c1S(=O)(=O)Nc1ccc(C)cc1
    9%	?	9	-4%	-15%	-9%
[66] CCc1ccccc1NC(=O)CSc1ncc(S(=O)(=O)c2ccccc2)c(N)n1
    8%	.	-14	0%	.	.
[67] O=C(CN1CCSCC1)N/N=C/c1ccc(F)cc1F
    3%	-26%	-11	0%	9%	42%[activator]
[68] C/C(=N\NC(=O)COc1ccc(C)cc1Br)c1cc([N+](=O)[O-])cs1
    .	2%	-81*	-13%	1%	2%
[69] Cc1ccc(NS(=O)(=O)c2ccc(C(=O)N3CC(C)CC(C)C3)cc2)cc1 (stereo unspecified)
    -6%	.	-9	-15%	-7%	-2%
[70] Cc1cccc(Cn2ccc(NC(=O)c3ccc4c(c3)OCO4)n2)c1
    5%	-3%	-27	0%	-39%	-18%
[71] Cc1cccc(Nc2ccc(C(=O)O)cc2[N+](=O)[O-])c1C
    6%	12%	-2	?	-12%	-2%
[72] CC1Cc2nc(SCC(=O)N3CCN(c4ccccc4)CC3)n(C)c(=O)c2S1 (stereo unspecified)
    -4%	-9%	-7	?	1.6µM*	-8%
[73] C/C(=N\NC(=S)NCc1ccccc1)c1cccs1
    -1%	0%	1	-6%	-24%	-15%

# High-throughput results deposited in PubChem BioAssay by National Center for Advancing Translational Sciences (NCATS).
